Source: PubChem BioAssay (National Center for Advancing Translational Sciences (NCATS))
LmPK inh: LmPK (Leishmania mexicana) enzyme inhibition. Potency, µM (highest dose often 57.5 µM), without a hit: at the top dose activity change, negative = inhibition, actives largely listed as inhibitors. Q27686. 290,000 compounds, 0.37% hits. purified LmPK, Kinase-Glo ATP luminescence, 1 h; further: potency means the concentration at half of the fitted maximal effect; on the % scale 0 is the no-effect control and ±100 the full control effect
Target sequence (Q27686 whole entry, looked up): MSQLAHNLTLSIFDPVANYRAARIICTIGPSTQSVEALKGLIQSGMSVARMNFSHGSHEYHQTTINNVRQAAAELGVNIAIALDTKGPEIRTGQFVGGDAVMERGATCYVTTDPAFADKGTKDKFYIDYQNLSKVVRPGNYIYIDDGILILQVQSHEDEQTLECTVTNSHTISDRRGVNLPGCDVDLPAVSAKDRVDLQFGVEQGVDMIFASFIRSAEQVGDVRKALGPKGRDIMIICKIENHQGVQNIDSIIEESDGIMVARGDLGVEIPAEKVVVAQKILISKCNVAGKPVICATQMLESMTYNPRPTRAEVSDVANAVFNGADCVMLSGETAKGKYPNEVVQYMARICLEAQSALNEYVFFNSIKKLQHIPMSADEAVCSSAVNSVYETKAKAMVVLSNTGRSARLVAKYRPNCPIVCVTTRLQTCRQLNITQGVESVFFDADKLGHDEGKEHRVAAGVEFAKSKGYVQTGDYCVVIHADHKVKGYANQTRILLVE
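qHTS format; LmPK 0.1 nM; substrates PEP 0.5 mM and ADP 0.1 mM. One-hour room-temperature incubation, then coupled luciferase luminescence; 0.5 nM enzyme wells mark activation.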
Cycloheximide cs: counter-screen for Shiga toxin inhibitors: cycloheximide protein synthesis inhibition | cell reporter, cycloheximide protein synthesis inhibition counterscreen | max response, % | 300,000 compounds, 12% hits | AID 2314; in the data active means max response mostly above about 13%, no sharp cut-off; inactive means mostly below about 14%; further: read at 38.3 µM for the half of the compounds with a filed dose; 0% is about no effect
TbPYK inhibitor: inhibitors of Trypanosoma brucei pyruvate kinase; Q57TT1; TbPYK enzyme, Kinase-Glo Plus ATP luminescence, 45 min; Potency, µM (titrated, usually from 76.8 µM), inactives show at the top dose activity, negative = inhibition, actives largely listed as inhibitors; 410,000 compounds, 0.12% hits; AID 624173; further: potency means the concentration at half of the fitted maximal effect; on the % scale 0 is the no-effect control and ±100 the full control effect; nearly all actives have a fitted effect of over 50% in size
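Glycolytic pyruvate kinase of T. brucei was incubated with substrate, test compound and 130 uM ADP for 45 minutes at room temperature. Luminescent Kinase-Glo Plus signal was measured after 10 minutes.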
AMA1-RON2 inh: AMA1-RON2 (P. falciparum) interaction inhibition; AlphaScreen AMA1-biotinylated RON2 peptide binding; 360,000 compounds, 0.2% hits; Potency, µM (doses to about 58.2 µM), for the others: at the top dose activity change, negative = inhibition, usual class: inhibitors; AID 720542;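 further: potency means the concentration at half of the fitted maximal effect; 0% = vehicle wells and -100% = peptide control; nearly all actives have a fitted effect of over 45% in size; some results filed as inactive show a strong effect at the top dose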
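AMA1 (3D7) with his tag at 25 nM final met compounds first, then biotinylated RON2 peptide at 25 nM; detection used donor plus acceptor beads, 10 µg/mL apiece, read by AlphaScreen after 30 min at room temperature.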
Pf growth 48h: P. falciparum growth inhibition at 48 hours (one generation). AID 504832. 310,000 compounds, 5.9% hits. Potency, µM (highest dose often 28.7 µM), for the others: at the top dose activity change, negative = inhibition, usual class: inhibitors. P. falciparum luciferase growth in erythrocytes, 48 h; further: potency means the concentration at half of the fitted maximal effect; on the % scale 0 is the no-effect control and ±100 the full control effect
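Growth was read as firefly luciferase luminescence after a 48 h, 37 C, 5% CO2 exposure of compounds to reporter-bearing P. falciparum cultures (0.1% parasitemia, 2% hematocrit final) in Albumax-supplemented RPMI 1640.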
Pf growth 96h: inhibits malaria parasite growth, 96 h; Potency, µM (doses to about 28.7 µM), for the others: at the highest dose activity change, negative = inhibition, actives largely listed as inhibitors; 320,000 compounds, 6.9% hits; AID 504834; P. falciparum luciferase reporter growth, 96 h; further: potency means the concentration at half of the fitted maximal effect; on the % scale 0 is the no-effect control and ±100 the full control effect
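Cell-based qHTS: luciferase-tagged P. falciparum in erythrocytes (2% hematocrit, 0.05% parasitemia final) incubated with compounds for 96 hours, 37 C, 5% CO2; luciferase detection reagent then added and luminescence measured.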
Shiga toxin inh: inhibitors of Shiga toxin in Vero cells; 290,000 compounds, 9.2% hits; inhibition, % at 38.7 µM; Vero cells, Shiga toxin protein synthesis inhibition reporter; AID 2315; in the data active means inhibition mostly above about 28%, no sharp cut-off; inactive means mostly below about 43%; further: 0% is about no effect
The depositor's hits bear a star; ? = inconclusive; . = not tested or not shown; & = joins results of further samples; [ ] = another dose, or the depositor's remark. Unless noted, the call rests on the fitted dose curve; in most records, active means well fitted curve in the direction sought with a large enough effect; inconclusive means small, poorly fitted or top-dose-only effect, or another doubt; inactive means no such curve, though single readings can be large; an effect the other way counts as inactive or inconclusive.

Every second line gives: LmPK inh	Cycloheximide cs	TbPYK inhibitor	AMA1-RON2 inh	Pf growth 48h	Pf growth 96h	Shiga toxin inh
CCN1CCN(CCC(=O)Nc2cccc(OC)c2)CC1
  3%	12	3%	29%	54%[activator]	?	-15
CN(Cc1ccccc1)C(=O)c1ccc(NC(=O)Cc2cccc(NC(=O)C3CCN(C(=O)C4CCC4)CC3)c2)cc1
  .	.	-6%	5%	?	?	.
CC(c1ccccc1)C(NC(=O)OCC1c2ccccc2-c2ccccc21)C(=O)O (centres undefined)
  .	.	0%	-4%	18%	61%[activator]	.
COc1ccc(N2CCN(S(=O)(=O)c3ccc4c(c3)NC(=O)C(C)C(=O)N4)CC2)cc1 (centres undefined)
  -2%	-1	3%	-8%	7%	11%	-7
Cc1[nH]c2ccccc2c1/C=C(/C#N)C(=O)NC(C)C
  -1%	17*	-6%	6%	-13%	14%	29
CCOC(=O)CC1COc2ccccc2N1C(=O)c1cccc([N+](=O)[O-])c1 (centres undefined)
  2%	-3	-5%	5%	6%[0.00184 µM]	17%	-7
COc1cc(N2N=C(c3ccccc3)CC2c2ccccc2)c(C=O)cc1C=O (centres undefined)
  1%	0	2%	-8%	-28%	-4%	-3
C=CCNC(=O)/C(=C\c1cccc([N+](=O)[O-])c1)NC(=O)c1ccccc1
  2%	-1	9%	0%[11.6 µM]	19%	13%	10
Cc1cc(C)cc(NC(=O)CSc2nnc(-c3ccccc3Br)o2)c1
  2%	1	3%	3%	.	.	-12
Cc1ccc(C(NC(=O)c2ccccc2S(C)(=O)=O)c2ccccc2)cc1 (centres undefined)
  2%	-3	-6%	13%	?	?	3
CC(C)N1OC2CC1c1nc3ccccc3n1C2 (centres undefined)
  3%	7	0%	7%	0%	-23%	-4
CCOc1ccc(C(=O)NNC(=O)CN2C(=O)NC3(CCCC3)C2=O)cc1
  .	.	-2%	1%[11.6 µM]	36%[activator]	28%	.
COc1cccc(C(=O)NC2CCN(CC(=O)NCc3ccccc3OC)CC2)c1
  -5%	-3	28%	-14%	?	?	-13
COc1ccc(C(=O)COc2ncnc3cc(Cl)ccc23)cc1
  5%	2	3%	3%	17%	44%[activator]	17
CCOC(=O)c1cnc2ccc(C(=O)OC)cc2c1NCc1ccco1
  -8%	-4	.	.	16%	?	20
COc1cc(/C=N/NC(=O)c2ccc(-c3ccccc3)cc2)cc(OC)c1OC
  2%	14	-6%	4%	?	17µM*	10
N#C/C(=C\c1ccncc1)c1nc2c(s1)CCCC2
  9%	21*	-7%	5%	4%	7%	42*
O=[N+]([O-])c1cc(S(=O)(=O)NC2=NCCCCC2)ccc1NCC1CCCCC1
  4%[11.5 µM]	11	0%	-25%	-18%	?	-12
N#CC1(NC(=O)CN2C(=O)c3ccc([N+](=O)[O-])cc3C2=O)CCCCC1
  .	.	-2%	20%	15%	20%	.
ClC(Cl)Cl
  .	.	2%	.	-3%	-1%	.

Ordered by number of heavy atoms (rising): some entries from above.
Every second line gives: LmPK inh	Cycloheximide cs	TbPYK inhibitor	AMA1-RON2 inh	Pf growth 48h	Pf growth 96h	Shiga toxin inh
CCOC(=O)c1cnc2ccc(C(=O)OC)cc2c1NCc1ccco1
  -8%	-4	.	.	16%	?	20
CCOc1ccc(C(=O)NNC(=O)CN2C(=O)NC3(CCCC3)C2=O)cc1
  .	.	-2%	1%[11.6 µM]	36%[activator]	28%	.
CC(c1ccccc1)C(NC(=O)OCC1c2ccccc2-c2ccccc21)C(=O)O (centres undefined)
  .	.	0%	-4%	18%	61%[activator]	.
COc1ccc(N2CCN(S(=O)(=O)c3ccc4c(c3)NC(=O)C(C)C(=O)N4)CC2)cc1 (centres undefined)
  -2%	-1	3%	-8%	7%	11%	-7
CN(Cc1ccccc1)C(=O)c1ccc(NC(=O)Cc2cccc(NC(=O)C3CCN(C(=O)C4CCC4)CC3)c2)cc1
  .	.	-6%	5%	?	?	.

More structures
Every second line gives: LmPK inh	Cycloheximide cs	TbPYK inhibitor	AMA1-RON2 inh	Pf growth 48h	Pf growth 96h	Shiga toxin inh
CC(C)C(=O)Nc1c(-c2ccccc2)c(=O)c2ccccc2n1C
  3%	-4	0%	3%	45%[activator]	18%	-5
COc1cc(C=O)ccc1OCc1c(C)noc1C
  0%	-4	-4%	-1%	.	-4%	-2
O=C(C[n+]1ccc(-c2nnc3n2CCC3)cc1)c1ccc(Cl)c(Cl)c1
  7%	3	-4%	-2%	5%	?	6
O=C(Nc1ccncc1)Nc1cc(Cl)ccc1Cl
  0%	0	4%	3%	?	-1%	-2
CC(=O)c1c(NC(=O)c2ccccc2)[nH]c(-c2ccccc2)nc1=S
  0%	-1	-7%	93%[activator]	?	16%	-4
NC(=O)COC(=O)/C=C/c1ccc2ccccc2n1
  1%	16*	6%	2%	0%	1%	27
CCOC(=O)c1cnc(SCC(=O)Nc2nnc(CC)s2)nc1N
  4%	-5	-2%	20%	41%[activator]	-15%	-5
CCOc1nc(Nc2ccccc2)nc(OCC)n1
  -5%	-2	-2%	1%	9%	?	5
C=C(C)COc1ccc(-c2n[nH]c(C)c2-c2ccccc2)c(O)c1
  5%	-5	-4%	-10%	1.9µM*	?	-10
CN(C)c1ccc(P(=O)(OCc2ccccc2)C(O)c2ccccc2)cc1 (centres undefined)
  2%	8	0%	-9%	10µM*	2.3µM*	-14
O=C(CN1C(=O)CSc2ccc(S(=O)(=O)N3CCCCC3)cc21)NCc1cccnc1
  4%	-3	-12%	-1%	?	2.3µM*	-5
CCC(C)[C@H](NC(=O)NCc1cccc(OC)c1)C(=O)O (some centres undefined)
  -5%	-4	2%	3%	8%	?	4
CCCC(C)C1(CC)C(=O)NC(=O)NC1=O (centres undefined)
  .	.	1%	.	-5%	13%	.
COc1ccccc1NS(=O)(=O)c1cc(NC(=O)c2cc(=O)[nH]c3ccccc23)ccc1N1CCOCC1
  5%	-4	-1%	-7%	10µM*	?	-5
Clc1ccc2oc(SCc3cccnc3)nc2c1
  -3%	23*	-2%	17%	8%[0.00184 µM]	26%	66*
CC(=O)c1c(C)[nH]c(C(=O)OCC(=O)N(C)C)c1C
  -2%	7	0%	2%	35%[activator]	55%[activator]	28
CO/N=C(/C(=O)N[C@@H]1C(=O)N2C(C(=O)O)=CCS[C@H]12)c1cnc(N)s1
  4%	-3	.	.	0%	92%[activator]	-2
Cc1ccc2c(c1)C(=O)c1ccccc1CS2=O (centres undefined)
  4%	6	-3%	17%	23%	13%	20
Cc1ccccc1CSc1nnc(-c2ccccn2)n1N
  3%	27*	-15%	?	40%[activator]	5%	62*
CCOC(=O)c1ccccc1CN1C(=O)c2ccccc2S1(=O)=O
  -4%	1	1%	7%	.	-22%	-4

Next section
Every second line gives: LmPK inh	Cycloheximide cs	TbPYK inhibitor	AMA1-RON2 inh	Pf growth 48h	Pf growth 96h	Shiga toxin inh
O=C(Nc1ccccc1O)c1ccc(NC(=O)C2CC2)cc1
  -8%	39*	-12%	12%	2.1µM*	55%[activator]	83*
O=C(N/N=C/c1cccc(OC(=O)c2cccc(Br)c2)c1)c1cccnc1
  -2%	17	-4%	2%	11%	?	22
CCOC(=O)C1CCCN(C2CC(=O)N(c3ccc(C(C)C)cc3)C2=O)C1 (centres undefined)
  6%	-1	3%	4%	-8%	32%[activator]	-1
Cc1ccc(S(=O)(=O)NC2=NCN(CCOC(=O)c3ccc([N+](=O)[O-])cc3)CN2)cc1
  13%	-1	-6%	1%	.	-1%	3
O=C(Cc1cc(=O)[nH][nH]1)N/N=C/c1c(Cl)cccc1Cl
  2%&-1%	-1&0	-5%&-2%	2%[11.6 µM]	-5%&21%	?	4&-16
Cc1ccc(OCC(=O)Nc2ccc(S(=O)(=O)Nc3ccccn3)cc2)cc1C
  12%	-2	5%	5%	?	?	-10
CC1CC(C)CN(C(=O)CSc2nnc(-c3ccco3)o2)C1 (centres undefined)
  -4%	13*	1%	2%	-15%	?	47
Fc1cccc(C2CCCCN2Cc2nc(C3CC3)no2)c1 (centres undefined)
  1%	-1	-1%	-10%	6%	?	4
CC(=O)Nc1ccc(OC(=O)N2CCCCC2)cc1
  2%	12*	2%	3%	2%	?	80
Cc1ccc(C(NC(N)=O)c2ccccc2)cc1 (centres undefined)
  -5%	12	1%	3%	14%	.	-20
COc1ccc2c(c1)c(=O)c(C(=O)c1ccc(Cl)cc1)cn2CC(=O)Nc1ccc(F)cc1
  3%	-2	-1%	4%	?	?	-9
Cc1cccc2c1N(C(=O)CN1C(=O)c3ccccc3C1=O)C(C)(C)c1ssc(=S)c1-2
  -4%	-3	5%	-27%	?	31%	-4
c1ccc(-c2c[n+]3c(n2-c2ccccc2)SCC3)cc1
  7%	5	1%	23%	1.7µM*	0.41µM*	19
COCCn1c(C)c(C(=O)O)sc1=S
  -4%	-2	-3%	15%	14%	-2%	-14
CCOC(=O)c1c(NCCN(C)C)c2ccccc2[nH]c1=O
  0%	-1	1%	-19%	57%[activator]	98%[activator]	-9
COC(=O)C1CCN(C(=O)Cn2nnc(-c3ccccc3)n2)CC1
  0%	2	-10%	7%	20%	20%	24
Cc1ccc([N+](=O)[O-])c(NC2OC(CO)C(O)C2O)c1 (centres undefined)
  -9%	-4	1%	5%	-18%	5.2µM*	34
O=C(CCCCCN1C(=O)c2cccc3cccc(c23)C1=O)NC1CCS(=O)(=O)C1 (centres undefined)
  -3%	38	18%	0%	?	?	41
O=Cc1ccc(-c2cc(Cl)ccc2Cl)[nH]1
  1%	7	3%	-4%	-2%	6%	15
CSCc1ccc(C(=O)NC2CC(C)(C)Cc3c2cnn3-c2ccc(F)cc2)o1 (centres undefined)
  -3%	28*	0%	-10%	?	?	-2

(list continues)
Every second line gives: LmPK inh	Cycloheximide cs	TbPYK inhibitor	AMA1-RON2 inh	Pf growth 48h	Pf growth 96h	Shiga toxin inh
O=[N+]([O-])/C(C(Cl)=C(Cl)Cl)=C(\Nc1ccc(F)cc1)n1cncn1
  0%	0	.	.	.	53%[activator]	15
Cc1cc(-n2cnnn2)cc(C)c1S(=O)(=O)NCCOc1ccccc1
  -10%	-10	-17%	-3%	-9%	-13%	13
CC(NC(=O)COC(=O)/C=C/c1ccco1)c1ccccc1 (centres undefined)
  2%	-5	-12%	-4%	11%	21%	9
COC(=O)c1ccc(NC(=O)CN2CCN(c3ccccn3)CC2)cc1
  0%	7	0%	-2%	?	-14%	18
Cc1csc(NC(=O)CCCNC(=O)c2ccc(Cl)cc2)n1
  .	.	1%	-3%	?	-24%	.
CCCCC/C=N\NC(=O)Cc1ccc([N+](=O)[O-])cc1
  1%	-2	-7%	8%[2.32 µM]	-5%	-22%	-5
CCc1cc(=O)oc2cc(OCc3nn[nH]n3)ccc12
  8%	6	0%	11%	.	62%[activator]	-8
Cn1c(=O)c2c(SCC(=O)N3CCCC3)nc(CC(C)(C)C)nc2n(C)c1=O
  -8%	-2	-5%	8%	-20%	13µM*	-6
N[C@H](CSCc1ccccc1)C(=O)Nc1ccc([N+](=O)[O-])cc1
  8%	6	2%	11%	?	-27%	-4
CN(C)C1=C(C#N)C(c2ccccc2)=NP(N(C)C)(N(C)C)=N1
  -6%	-1	2%	2%	-13%	?	-9
CCOC(=O)c1c(NC(=S)NCC2CCCO2)sc(C)c1C (centres undefined)
  7%[11.5 µM]	-1	?	71%[activator]	21%	50%[activator]	-11
